Bioassay records as filed in PubChem BioAssay.
aDG glyco act: increases alpha dystroglycan glycosylation | AID 624168 | actives 0.22% (n = 360,000) | Pro5-aDG cells, alpha-DG glycosylation AlphaScreen (IIH6); 0% Pro5, 100% B10-LARGE cell signal | activation, % at 10 µM;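 active means activation of at least 8% versus controls, or a plate z-score of at least 8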;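 further: Pro5 are CHO cells carrying HIG-tagged alpha-DG that lacks glycosylation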
Granule exo inh: blocks lytic granule exocytosis | TALL-104 LAMP-1 surface exposure, flow cytometry; cells stimulated with thapsigargin and PMA | inhibition, % at 10 µM | actives 0.66% (n = 360,000) | AID 651702;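 active means inhibition above about 55%, limit read from the data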
hiPSC survival: enhancers of human iPSC single-cell survival; hiPSC single-cell survival, ATPlite luminescence; 100% = ROCK inhibitor wells, 0% = DMSO; survival enhancement, % at 20 µM; actives 0.044% (n = 360,000); AID 602274; in the data active means survival enhancement above about 18%;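 further: cells exposed to compounds for 16 hours before the ATP read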
MC4R antag cAMP: blocks human MC4R cAMP signaling | MC4R-expressing cells, MTII-stimulated cAMP, LANCE TR-FRET | inhibition, % at 6.5 µM | actives 0.48% (n = 360,000) | P32245 | AID 540295;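 active means inhibition above its plate's cutoff, the mean of tested wells on that plate plus 3 SD, cut at about 29% in these data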;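 further: 0% = Melanotan II alone and 100% = Melanotan II plus saturating MCL0020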
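Assay system: U2OS-MC4R stable cell line; Also added: Melanotan II; Technique: Eu-cAMP/anti-cAMP TR-FRET, emission 671 nm; Times: 30-min compound, 1-h challenge, 1-h detection, room temperature.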
N-glyco inh: N-linked glycosylation inhibition. reporter increase, % at 12.5 µM. D54 ERlucT glycosylation luciferase reporter, 24 h; percent of 100 nM tunicamycin response. actives 0.23% (n = 360,000);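 active means mean luciferase reporter signal, scaled so untreated is 0 and the glycosylation-blocking control 100, at or above a set limit in every replicate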;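 further: luciferase carries N-glycosylation sites so blocking glycosylation raises the light; 0% = median of neutral control wells and 100% = median of 100 nM tunicamycin wells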
MC4R ag barr: human MC4R agonism via beta-arrestin | U2OS MC4R beta-arrestin complementation, luminescence; percent of melanotan II response, DMSO zero | activation, % at 8.9 µM | actives 0.98% (n = 360,000) | AID 540308;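 active means activation above a per-plate cutoff, the mean activation of sample wells on that plate plus 3 SD, cut at about 8% in these data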
ABCB6 inh 2: blocks the human ABCB6 transporter. fluorescence ratio to DMSO, % at 10 µM. actives 0.19% (n = 360,000). K562-ABCB6 porphyrin accumulation, flow cytometry, 1 h; stronger effect = lower value;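 active means fluorescence ratio to DMSO below 75%, the collection mean minus 3 SD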;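 further: signal is porphyrin accumulated inside mitochondria; 100% equals median channel fluorescence of DMSO control wells; lower ratio means ABCB6 inhibition with less porphyrin fluorescence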
ABHD5 PLIN5 PPI: ABHD5-PLIN5 protein interaction inhibition; AID 602281; Q00G26+Q8WTS1; actives 0.78% (n = 360,000); Split G. princeps luciferase complementation, luminescence, 4 h; inhibition, % at 4 µM;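 active means inhibition above the mean inhibition across every tested compound plus 3 SD, cut at about 22% in these data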;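 further: 0% = DMSO only wells and the 100% control is not disclosed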
Target sequence (Q00G26 whole entry, looked up): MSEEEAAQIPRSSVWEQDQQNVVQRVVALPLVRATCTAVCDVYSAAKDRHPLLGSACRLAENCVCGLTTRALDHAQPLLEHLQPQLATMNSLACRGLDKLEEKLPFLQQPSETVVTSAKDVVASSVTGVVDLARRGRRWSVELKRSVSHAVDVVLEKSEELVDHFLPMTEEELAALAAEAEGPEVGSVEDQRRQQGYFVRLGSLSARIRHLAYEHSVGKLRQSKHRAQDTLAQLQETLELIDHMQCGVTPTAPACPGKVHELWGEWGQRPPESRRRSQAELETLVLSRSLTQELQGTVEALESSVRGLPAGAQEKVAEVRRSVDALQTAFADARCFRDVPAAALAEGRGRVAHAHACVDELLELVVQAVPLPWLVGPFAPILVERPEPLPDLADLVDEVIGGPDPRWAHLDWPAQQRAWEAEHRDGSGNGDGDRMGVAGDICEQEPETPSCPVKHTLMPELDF
Target sequence (Q8WTS1 whole entry, looked up): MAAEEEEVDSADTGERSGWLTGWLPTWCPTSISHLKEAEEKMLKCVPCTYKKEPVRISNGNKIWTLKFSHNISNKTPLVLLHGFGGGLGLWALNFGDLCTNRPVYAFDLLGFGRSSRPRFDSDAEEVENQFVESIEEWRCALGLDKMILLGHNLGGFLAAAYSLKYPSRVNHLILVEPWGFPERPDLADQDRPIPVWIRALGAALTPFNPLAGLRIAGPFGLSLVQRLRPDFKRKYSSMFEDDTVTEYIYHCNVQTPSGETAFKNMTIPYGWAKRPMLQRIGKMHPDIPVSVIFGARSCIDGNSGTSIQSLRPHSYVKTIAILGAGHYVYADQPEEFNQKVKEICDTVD
HTR2A ag: agonists of mouse serotonin 5-HT2A receptor (HTR2A); actives 0.66% (n = 360,000); CHO-K1 mHTR2A beta-arrestin complementation, luminescence; percent of 30 µM serotonin response; P35363; AID 624169; activation, % at 7.6 µM;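 active means activation above a run cutoff, the mean activation of all tested compounds plus 3 SD, cut at about 14% in these data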;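 further: 0% = plate median of compound wells and 100% = 30 µM serotonin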
Cardio protect: protects H9c2 cardiomyocytes from peroxide injury; protection from H2O2 cell death, % at 20 µM; H2O2 injury protection, ATPLite, 2 h; actives 0.63% (n = 360,000);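 active means compounds giving at least 50% protection of heart cells from peroxide-induced death in the single-dose screen, raw or plate-pattern-corrected value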;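 further: 0% = DMSO wells with peroxide and 100% = DMSO wells without peroxide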
Numbers without * were called inactive.

SMILES	aDG glyco act	Granule exo inh	hiPSC survival	MC4R antag cAMP	N-glyco inh	MC4R ag barr	ABCB6 inh 2	ABHD5 PLIN5 PPI	HTR2A ag	Cardio protect
CCOC(=O)N1CCC(NC(=O)CCC(=O)N2CC(C)Oc3ccc(C)cc32)CC1 (stereo not drawn)	0.1	3	0.3	2	0	-1.8	101	-5	-2	14
CN(C)S(=O)(=O)c1ccc(N2CCCC2)c(C(=O)NCc2ccccc2)c1	-0.1	-2	-0.5	5	-1	-1.7	102	-6	-6	-7
CC(O)CNc1nc(N)[nH]c(=O)c1N=Nc1ccccc1 (stereo not drawn)	-0.3	0	-2.1	-24	3	-2.3	101	-1	-7	4
COc1ccc(OC)c(S(=O)(=O)N2CCC(C(=O)N3CCc4ccccc4C3)CC2)c1	0.1	0	-1.0	1	0	-0.2	96	7	-5	11
CNc1c(NC(=O)COc2ccc(Cl)cc2)c(=O)oc2ccccc12	-0.1	-1	0.2	13	2	-1.2	99	-2	9	-1
Cc1ccccc1-n1c(SCC(=O)NC2CCS(=O)(=O)C2)nc2ccccc2c1=O (stereo not drawn)	0.0	-3	-0.2	1	1	-3.3	93	11	5	0
CC1(CCc2ccccc2)NC(=S)N(c2ccccc2)N1 (stereo not drawn)	0.1	-5	-0.6	5	1	-1.3	100	1	5	6
O=C(O)/C=C/C(=O)Nc1c(F)cccc1F	0.9	-2	-0.1	8	0	-1.2	103	16	4	-3
O=C(NNC(=O)c1sc2ccccc2c1Cl)Nc1ccc(Cl)cc1	0.1	-7	-0.3	1	0	-0.3	110	-9	-3	-6
CCOc1ccc(N2C(=O)CC(N3CCN(c4ccc(C(=O)c5ccncc5)cc4)CC3)C2=O)cc1 (stereo not drawn)	0.1	0	2.9	0	2	0.1	86	2	3	-28
Cc1ccc(Cn2ccsc2=NC(=O)COC(=O)C(C)C)cc1	-0.2	34	0.2	8	0	-2.7	105	-4	3	-14
COc1ccc(NC(=O)Cn2c(C)cc(=O)c3ccccc32)cc1	7.8*	1	-1.6	12	-3	-2.0	94	4	-2	-22
COc1ccc(S(=O)(=O)N2CCN(C)CC2)cc1NC(=O)c1ccccc1	-0.1	-4	-0.2	2	-1	-0.5	98	-2	-2	2
Cc1cc(NC(=O)CSc2nc(=O)n3cccc(C)c3n2)no1	0.1	-3	-0.4	-9	-2	-1.6	97	-5	2	4
CCOC(=O)Cc1csc(NC(=O)C2CCCN(S(=O)(=O)c3cnc[nH]3)C2)n1 (stereo not drawn)	-0.1	-5	-2.1	3	2	2.4	103	-7	5	0
C1CC1Cc1noc(CN2CCN(C3C4CC5CC(C4)CC3C5)CC2)n1 (stereo not drawn)	-0.1	-1	3.3	15	1	1.1	93	1	3	-6
CN(C)S(=O)(=O)c1ccc(Cl)c(NC(=O)CSc2nnnn2-c2ccc(O)cc2)c1	-0.7	6	0.9	1	-2	-0.1	95	3	-2	-10
Cc1ccc(Nc2nnc(SC3CCOC3=O)s2)cc1 (stereo not drawn)	-0.3	2	-0.3	6	1	-1.9	94	-7	2	-1
COc1cc(NC(=O)c2cc(C(C)C)on2)cc(OC)c1OC	-0.4	-2	-1.3	5	4	0.7	102	-6	0	14
O=C(CN1CCN(c2ccccn2)CC1)Nc1ccc(F)cc1F	0.1	-3	-0.3	3	0	-0.9	104	-2	0	-4
Nc1nonc1-n1nnc(C(=O)N/N=C/c2ccccc2Cl)c1-c1ccc2c(c1)OCO2	0.1	0	1.1	10	0	-1.4	98	3	2	11
COc1ccccc1NC(=O)c1cccc(NC(=O)c2ccco2)c1	0.4	3	-3.0	11	-2	-1.8	94	2	1	16
COc1ccccc1CNC(=O)COc1ccc([N+](=O)[O-])cc1	1.0	-6	0.7	21	-2	-0.3	97	-1	1	-2
COc1ccccc1/C=C/C=N/NC(=O)CCn1cnc2ccccc21	0.0	-3	-0.6	-4	18	-0.6	92	4	2	19
CCOC(=O)c1cc(C#N)c(N)nc1C	0.0	-2	-1.4	2	3	-0.5	99	0	1	2

Following part:
SMILES	aDG glyco act	Granule exo inh	hiPSC survival	MC4R antag cAMP	N-glyco inh	MC4R ag barr	ABCB6 inh 2	ABHD5 PLIN5 PPI	HTR2A ag	Cardio protect
Cc1ccc(-c2cn(C[C@H]3CC[C@@H]([C@@H]4CC[C@H](Cn5cc(-c6ccc(C)cc6)nn5)O4)O3)nn2)cc1	0.0	-10	0.6	8	1	-1.5	98	-1	-1	-4
COc1ccc(CNS(=O)(=O)CCNC(=O)c2ccccc2)cc1	0.2	16	-0.3	-5	-1	-1.7	100	1	-4	-4
COc1ccc(NC(=O)C(c2ccc(C)cc2)N(C)C(=O)c2ccc(=O)[nH]c2)cc1 (stereo not drawn)	-0.2	2	1.6	3	5	-1.8	99	-5	7	-1
C=CC(=O)Nc1sc2c(c1C(N)=O)CCCC2	1.2	3	-1.6	-12	-9	-2.0	97	0	3	0
CCN(CC)S(=O)(=O)c1ccc(Cl)c(C(=O)NCc2ccco2)c1	0.0	-1	-1.2	7	0	-2.8	98	5	2	-1
Cn1c(=O)c2c(nc(N3CCCCCC3)n2Cc2cccc3ccccc23)n(C)c1=O	0.4	2	1.7	2	0	-2.4	119	-2	-2	9
O=C(C1CC(=O)N(c2ccc3c(c2)OCCO3)C1)N1CCN(S(=O)(=O)c2ccccc2F)CC1 (stereo not drawn)	-0.1	-6	-3.3	4	-6	-1.1	100	1	18*	-10
COc1cccc(C2=NOC(C(=O)NC3CCCCC3)C2)c1 (stereo not drawn)	-0.2	0	3.4	10	2	-2.2	86	2	0	3
CC(=O)c1ccc(S(=O)(=O)N2CCN(CC(=O)Nc3ccccc3C(=O)NC3CC3)CC2)cc1	-0.2	-6	-0.5	0	1	-1.4	96	-3	5	8
CCOC(=O)C1CCN(CC(O)COC(CC)c2ccccc2)CC1 (stereo not drawn)	0.0	-3	0.1	14	-1	-2.2	101	-3	4	-3
Cc1ccccc1NC(=O)CN1CCc2ccccc2C1	0.0	6	-0.4	-3	-1	-0.3	98	-6	7	4
CC1(C(=O)Nc2ccc3c(c2)OCO3)Cc2c(-c3cccc(C(F)(F)F)c3)ccnc2O1 (stereo not drawn)	0.0	20	-0.5	-14	5	-1.2	108	-3	-1	-2
O=C(Nc1nccs1)C1CCCN1S(=O)(=O)c1ccc(F)cc1 (stereo not drawn)	-0.1	-3	3.4	5	2	-1.6	90	-17	-3	-1
CC(=O)c1ccc(NC(=O)CCNS(=O)(=O)c2cc(Br)cnc2N)cc1	-0.1	-11	-0.3	0	-2	-1.4	107	-2	2	5
Cc1oc2ccc(OS(C)(=O)=O)cc2c1C(=O)OC(C)C	0.0	0	4.3	11	0	-1.5	97	2	-3	1
CC(=O)Oc1ccccc1C(=O)Nc1ccccc1	-0.2	-9	3.7	-3	3	0.6	98	-6	2	-3
Cc1ccn2cc(CNS(=O)(=O)c3ccc4ccccc4c3)nc2c1	1.2	-5	0.7	3	0	1.5	102	7	-2	-5
NNC(=O)c1ccc2[nH]c3c(c2c1)CCCC3	-0.5	11	1.1	0	2	-2.2	96	-3	-8	3
O=c1c(-c2ccccc2)coc2c(CN3CCCC3)c(O)ccc12	-0.1	-4	0.9	5	3	-2.8	98	-4	0	2
CC(=O)NC(Cc1ccc(F)c(F)c1)C(=O)NC1CCN(C(=O)c2ccc(Cl)cc2)CC1 (stereo not drawn)	0.0	-5	-0.1	-3	0	-0.3	96	-2	7	-3
COc1ccc(C(=O)Nc2cc(-c3ccccc3)nn2-c2ccccc2F)cc1	-0.1	14	6.1	6	-1	-0.4	96	12	-2	-1
COc1ccc(-n2nnnc2CNC(=O)C2CC(=O)N(c3ccc(Cl)cc3)C2)cc1 (stereo not drawn)	0.0	-1	0.4	-1	-5	-0.8	97	5	3	-1
Nc1[nH]c(N=NC(=O)c2ccccc2O)c2ccccc12	0.2	-2	-2.4	-7	-1	-1.7	99	7	3	-17
O=C(c1n[nH]c(=O)c2ccccc12)N1CCN(c2ccccc2)CC1	-0.1	-1	3.7	1	1	0.6	83	6	2	12
Cc1cc(C)c(-c2c(O)c3c(n(C)c2=O)CC(C)(C)CC3=O)c(C)c1	0.7	40	2.0	-3	1	-1.2	107	-1	0	-2

Compound profiles, from the list above:
COc1ccc(CNS(=O)(=O)CCNC(=O)c2ccccc2)cc1 is listed with aDG glyco act = 0.2; Granule exo inh = 16; hiPSC survival = -0.3; MC4R antag cAMP = -5; N-glyco inh = -1; MC4R ag barr = -1.7; ABCB6 inh 2 = 100; ABHD5 PLIN5 PPI = 1; HTR2A ag = -4; Cardio protect = -4
CN(C)S(=O)(=O)c1ccc(N2CCCC2)c(C(=O)NCc2ccccc2)c1 is listed with aDG glyco act = -0.1; Granule exo inh = -2; hiPSC survival = -0.5; MC4R antag cAMP = 5; N-glyco inh = -1; MC4R ag barr = -1.7; ABCB6 inh 2 = 102; ABHD5 PLIN5 PPI = -6; HTR2A ag = -6; Cardio protect = -7

Additional results.
SMILES	aDG glyco act	Granule exo inh	hiPSC survival	MC4R antag cAMP	N-glyco inh	MC4R ag barr	ABCB6 inh 2	ABHD5 PLIN5 PPI	HTR2A ag	Cardio protect
CCOP(=O)(OCC)C(NC(C)=O)C(=O)c1ccccc1 (stereo not drawn)	0.1	-2	-1.3	2	0	-1.4	93	3	5	11
COc1ccccc1C(=O)NC(CCSC)C(=O)NCC(c1cccs1)N(C)C (stereo not drawn)	-0.2	-2	0.3	3	2	-4.4	86	-3	-1	-5
O=C(Nc1ccc(C(=O)NCCCN2CCCCC2)cc1)C1=CSCCO1	0.0	-2	0.8	7	-1	0.8	98	0	9	1
O=C(CCCNC(=O)c1ccc(Cl)cc1)Nc1ccc(Br)cc1	0.0	-11	-0.5	-1	-1	-0.1	93	3	-4	-2
COc1ccc(CCC(=O)N2CCN(S(=O)(=O)c3cccc(C(F)(F)F)c3)CC2)cc1OC	0.3	-14	-0.2	4	1	1.6	101	6	3	3
COc1ccc(-c2cc(CNS(=O)(=O)c3cc(OC)ccc3OC)on2)cc1	0.3	2	0.0	12	0	-1.2	94	-1	-1	-3
COc1ccc(CNC(=O)CNS(=O)(=O)c2ccc(Cl)cc2)cc1	0.0	0	-0.6	-9	2	0.6	97	0	4	-8
CCOC(=O)N1CCC(N2C(=O)c3ccc(C(=O)NCc4ccco4)cc3C2=O)CC1	0.0	3	2.5	4	2	0.5	98	-5	23*	-1
O=C(Nc1ccc(Cl)cc1)C1CCCN(c2cnccn2)C1 (stereo not drawn)	1.0	0	1.5	11	-3	-3.4	87	2	-4	6
Cc1cc(C)c2oc(C(=O)N(Cc3ccccc3)c3ccccn3)cc(=O)c2c1	0.1	18	-0.7	23	-7	-0.5	99	1	-2	4
CC(=O)c1ccc2c(c1)CCN2	-0.3	0	-3.7	-11	2	1.1	97	0	6	2
CC(=O)c1ccc(Nc2cc(C)nc3ccccc23)cc1	-0.1	7	-3.0	8	17	-3.5	106	2	-4	-11
CCCCn1c(SCC(=O)NCc2ccco2)nnc1-c1ccoc1C	0.0	4	2.2	5	-1	-2.0	100	24*	-2	-5
Cn1c(=O)c(C(=O)c2ccc(S(C)(=O)=O)c(Cl)c2Cl)c(O)c2ccccc21	-0.2	-2	-0.7	2	0	-0.7	98	-2	1	6
Cc1nc(Nc2ccccc2F)c2nnn(Cc3ccccc3Cl)c2n1	0.9	-15	-0.2	9	0	-1.6	212	-1	2	-4
